HIV Rev-RRE inh – disrupts HIV-1 Rev binding to RRE RNA. P05866. Rev peptide-RRE RNA binding, FRET. inhibition, % at 8 µM. actives 0.79% (n = 97,000). AID 704;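 active = inhibition above the screen-wide mean plus 3 SD, cut at about 35% in these data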;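 also: 0% = median DMSO wells and 100% = median Neomycin B control wells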
Target sequence (P05866 whole entry, looked up): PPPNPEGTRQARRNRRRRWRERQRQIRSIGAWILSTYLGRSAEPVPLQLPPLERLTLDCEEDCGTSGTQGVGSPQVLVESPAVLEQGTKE
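Assay system: Labelled RRE RNA duplex and labelled Rev peptide | Times: 5 min preincubation and 15 min binding, 25 °C | Detection: FRET, ex 480 nm, em 540 and 671 nm | Evaluation: % inhibition of FRET ratio versus controls | Benchmarks: DMSO wells as 0% and neomycin B wells as 100% inhibition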
PostGolgi yeast – growth inhibition of a yeast mutant, post-Golgi transport screen; post-Golgi transport phenotypic cell assay; actives 0.9% (n = 98,000); inhibition, % at 10 µM;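 also: yeast cells grown in 1536-well plates; yeast grown about 18 h at 30C before absorbance read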
FAK blocker – inhibitors of human focal adhesion kinase. Q05397. biochemical FAK kinase activity assay. inhibition, %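 (tested at 7 µM)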. actives 0.84% (n = 97,000); in the data active = inhibition above about 19%;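 also: 0% = DMSO and 100% = reference compound high control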
PTPN22 act – activators of human LYP (PTPN22) phosphatase; Q9Y2R2; recombinant LYP, DiFMUP fluorescence; 0 = plate median, 100 = signal doubled; activation, % at 2 µM; actives 0.11% (n = 96,000);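 active = activation at 2 µM above a set limit, the mean plus 5 SD, cut at about 37% in these data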
PTPN22 inh 2 – blocks human PTPN22 phosphatase activity; actives 0.21% (n = 96,000); recombinant LYP catalytic domain, DiFMUP fluorescence; inhibition, % at 2 µM;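 active = inhibition at 2 µM at or above a set limit, the screen mean plus 3 SD, cut at about 24% in these data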;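 also: 0% = DMSO with enzyme and 100% = enzyme fully blocked by orthovanadate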
S1P2 antag – blocks the human S1P2 receptor; O95136; cell-based S1P2 antagonist assay, inhibition at 5 uM; inhibition, % at 5 µM; actives 0.21% (n = 97,000); AID 736; in the data active = inhibition above about 45%;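 also: CRE beta-lactamase reporter cells expressing human S1P2 stimulated with S1P; 0% = agonist at EC80 alone and 100% = agonist plus reference antagonist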
Target sequence (O95136 whole entry, looked up): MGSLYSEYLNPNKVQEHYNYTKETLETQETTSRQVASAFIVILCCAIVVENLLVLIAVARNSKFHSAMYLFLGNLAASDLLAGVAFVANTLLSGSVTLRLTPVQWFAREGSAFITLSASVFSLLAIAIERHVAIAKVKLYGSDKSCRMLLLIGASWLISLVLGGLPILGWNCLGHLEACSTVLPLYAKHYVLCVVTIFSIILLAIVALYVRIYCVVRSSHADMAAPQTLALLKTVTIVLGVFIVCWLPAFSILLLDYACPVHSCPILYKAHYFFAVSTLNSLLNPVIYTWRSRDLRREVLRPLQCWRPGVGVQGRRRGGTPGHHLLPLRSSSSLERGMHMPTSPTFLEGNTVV
EphB4 ephrin blk – antagonists of human EphB4-ephrin-B2 interaction. P54760. actives 0.15% (n = 97,000). inhibition, % at 7 µM. AID 720. EphB4 LBD / TNYL-RAW-Alexa532 peptide, fluorescence polarization;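 active = inhibition above the screen-wide mean inhibition plus 3 SD, cut at about 15% in these data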;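 also: 0% = DMSO wells and 100% = excess unlabeled TNYL-RAW peptide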
S1P2 agonist – S1P2 (human) receptor agonism; O95136; S1P2-expressing cell line, agonist reporter read-out; activation, % at 4.5 µM; actives 0.46% (n = 97,000); AID 729; in the data active = activation above about 16%;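 also: 0% = vehicle low control and 100% = maximal reference agonist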
PostGolgi ctrl – inhibits growth of the yeast control strain; actives 5% (n = 98,000); efflux-deficient yeast background strain, growth absorbance A615, 16 h; inhibition, % at 10 µM
Numbers without * were called inactive; x = no result given. Rule as the data show it, unless noted: active = inhibition above about 30%; inactive = the rest.

The first 2 compounds (preview)
SMILES	HIV Rev-RRE inh	PostGolgi yeast	FAK blocker	PTPN22 act	PTPN22 inh 2	S1P2 antag	EphB4 ephrin blk	S1P2 agonist	PostGolgi ctrl
Cc1ccc(N=C2CCCCCN2C)c(C#N)c1	5	x	1	6	-6	-20	2	-2	x
COc1cccc(N2CCN(C(=O)c3ccc(=O)oc3)CC2C)c1 (stereo not drawn)	1	5	-5	3	-4	9	-4	-8	7

All compounds of this part, previewed entries included:
SMILES	HIV Rev-RRE inh	PostGolgi yeast	FAK blocker	PTPN22 act	PTPN22 inh 2	S1P2 antag	EphB4 ephrin blk	S1P2 agonist	PostGolgi ctrl
Cc1ccc(N=C2CCCCCN2C)c(C#N)c1	5	x	1	6	-6	-20	2	-2	x
COc1cccc(N2CCN(C(=O)c3ccc(=O)oc3)CC2C)c1 (stereo not drawn)	1	5	-5	3	-4	9	-4	-8	7
Cc1nonc1NC(=O)c1ccccc1Br	3	-12	-2	-2	6	-5	9	-5	15
O=C(Cn1c(-c2cscn2)nc2ccccc21)Nc1cc(F)ccc1F	0	1	2	-9	6	-2	-2	-5	3
Cc1cccc(-n2nnnc2SCc2csc(-c3ccccc3)n2)c1	9	x	2	1	3	3	1	-7	x
c1ccc(Nc2ccccc2Nc2ccccn2)nc1	3	9	1	2	-2	0	3	-7	1
CC(=O)N1CCN2C(=O)C1CCCC(=O)c1cc(C)ccc12 (stereo not drawn)	2	x	0	-2	3	-18	3	-1	x
Cc1ccc2nc(Nc3ccccc3O)nc(-c3ccccc3)c2c1	10	-2	-6	-10	13	3	4	-3	-3
CCC(=O)N(CC)c1nc(-c2cc(OC)ccc2OC)cs1	5	x	-1	-6	8	-34	2	-3	x
O=C(COc1ccc(Cl)cc1Cl)N1CCCN(C(=O)COc2ccc(Cl)cc2Cl)CC1	9	-5	-1	-1	1	-7	10	-2	75*
CN1CCN(C(=O)C(C(=O)c2ccc(F)cc2)n2ccccc2=O)CC1 (stereo not drawn)	1	-5	-8	7	-4	5	-2	-5	6
COc1ccc2c(c1)c1ncn(CCN3CCNCC3)c(=O)c1n2C	3	-4	1	2	-1	-17	-5	0	7
Cc1nc(NC(=O)CSc2nc3cccnc3n2C2CCCCC2)sc1C	-1	-2	-3	6	-8	8	-6	-2	6
Cc1nn(Cc2ccccc2Cl)c(C)c1NC(=O)CCCn1nc(C)c([N+](=O)[O-])c1C	1	6	1	-1	3	9	-4	-3	12
CCNC(=O)COC(=O)COc1ccc(Cl)cc1C	4	14	-1	6	-6	9	2	-6	0
Cc1noc(/C=C/c2ccco2)c1S(=O)(=O)N1CCC(C(=O)NCc2ccco2)CC1	7	28	2	-6	3	18	-4	-6	22
CCOC(=O)CC(=O)CSc1nc(-c2cccnc2)cc(C)c1C#N	0	-2	-3	-5	6	18	3	0	0
CCN1C(=O)C(CC(=O)Nc2ccc(OC)cc2)N(Cc2cccnc2)C1=S (stereo not drawn)	4	-2	3	-6	10	20	4	-3	0
COc1ccccc1OCc1nc(C#N)c(N2CCC(C(N)=O)CC2)o1	5	-4	1	-5	5	15	-4	-4	2
COC(=O)c1ccc(CSc2ncnc3ccccc23)o1	7	-6	9	5	-9	14	2	-3	9
CCOC(=O)C1CCN(Cc2nc3ccccc3c(=O)n2-c2ccc(F)cc2)CC1	6	-1	2	2	-5	-24	1	1	12
CCOC(=O)c1cccc(NC(=O)CSc2nnnn2C)c1	10	0	-2	8	-8	19	2	1	25
COc1cccc(-n2c(SC3CCOC3=O)nc3ccccc3c2=O)c1 (stereo not drawn)	2	0	-1	-4	6	-22	-5	0	5
O=C(Nc1nc(=S)ss1)c1c(F)cccc1F	8	22	4	1	3	18	4	-4	4
O=C(CN1C(=O)c2ccccc2S1(=O)=O)Nc1ccc(S(=O)(=O)N2CCCC2)cc1	3	-1	1	-7	0	7	1	1	1
CC1(C)NC(=O)N(CC(O)COc2ccc(-c3ccc(C#N)cc3)cc2)C1=O (stereo not drawn)	9	11	0	-2	0	8	-1	-5	2
O=C(OCCCC(=O)N1CCOCC1)c1ccccc1	12	0	2	-3	2	19	3	-6	-5
O=C1CC(NCCC2=CCCCC2)C(=O)N1c1cccc(Cl)c1Cl (stereo not drawn)	9	6	-8	-12	14	2	-1	-8	12
O=C(NCc1ccccn1)c1ccc(COc2ccc(Cl)cc2)o1	4	-2	1	5	-6	0	-3	-4	10
COc1ccc(NC(=O)C(=O)NCCN2CCN(C(=O)c3cccs3)CC2)cc1	9	x	-2	-8	5	30	2	-4	x
Cc1ccc(-c2nn(CC(=O)Nc3ccc4c(c3)nc3n4CCOC3)c(=O)c3ccccc23)cc1	-3	-3	16	5	-6	20	-7	-6	3
O=C(CSc1n[nH]c(-c2ccc(S(=O)(=O)NC3CCCCC3)cc2)n1)N1CCCC1	5	5	-12	-8	11	-5	0	-9	32*
O=C(NCc1ccc2c(c1)OCO2)C1CC(c2ccc(Cl)cc2)=NO1 (stereo not drawn)	5	2	4	7	-2	1	5	-6	15
O=C(O)c1cc(-c2ccccc2)c(N2CCOCC2)s1	3	1	-2	-12	11	17	2	-1	9
CCn1c(=O)n(CCOC)c(=O)c2c3c(sc21)CCCC3	1	-5	0	-7	4	-41	-2	0	8
COc1ccc(CNC(=O)CSc2ncnc3nc[nH]c23)cc1	-2	2	2	2	-3	-3	-11	-2	17
CCOc1ccc2c(c1)nc(SCC(=O)c1ccc(Br)s1)n2C	10	5	1	5	-3	-9	-8	-4	0
O=C(O)CSc1nc2ccc(Cl)cc2[nH]1	-3	4	-1	1	-1	0	-7	-3	17
Cc1ccc(-n2nc3ccc(NC(=O)c4ccco4)cc3n2)cc1	-7	-4	13	3	-3	1	-4	-4	10
O=C(CSc1ccc2nnc(-c3ccccn3)n2n1)Nc1ccc2c(c1)OCO2	4	-5	5	-6	6	-10	0	-6	-2
COCCNC(=O)C(c1ccc(C)o1)N(CC1CCCO1)C(=O)Cn1nnc2ccccc21 (stereo not drawn)	-1	-2	-2	6	-8	-6	-54	-2	26
CCCn1nnc(NC(=O)c2ccccc2Br)n1	-3	-2	-9	4	-10	-4	-8	1	2
O=C(Nc1ccccc1-c1nnn(CC(=O)N2CCCc3ccccc32)n1)c1ccco1	15	27	5	2	-3	10	3	-6	9
CN1CCN(C(=O)/C(=C\c2ccccc2)c2ccccc2)CC1	0	-2	0	-16	19	-3	-3	-1	5
CN(CCCn1c(=S)[nH]c2ncccc2c1=O)Cc1ccccc1	1	-1	0	-3	2	-7	0	0	-4
CCOc1ccc(S(=O)(=O)N(C)C)cc1-c1nc2c(C(C)(C)C)nn(C)c2c(=O)[nH]1	8	-3	1	-4	6	-20	3	-3	1
C=CCn1c(SCC(=O)Nc2sccc2C(N)=O)nc2sc(C)c(C)c2c1=O	9	-12	-5	0	1	-45	9	14	1
OC(c1ccccc1)c1nc2ccccc2s1 (stereo not drawn)	8	3	1	-5	5	14	11	-5	9
CC(C)N(C(=O)c1sc2cc([N+](=O)[O-])ccc2c1Cl)C(C)C	5	4	4	-15	14	1	4	-8	2
CCOC(=O)c1ccc(NC(=O)CSc2nnc(C3CCCCC3)n2C)cc1	15	x	2	2	0	1	4	-4	x
COc1ccc(CCN=CC2=C(O)CC(C)(C)CC2=O)cc1	5	-4	1	-10	12	15	8	-1	21
COc1ccc(CCn2c(=S)[nH]c3cc(C(=O)NCc4ccco4)ccc3c2=O)cc1OC	2	1	35*	0	-3	30	7	6	2
COc1cc(C(=O)Nc2ccc(S(=O)(=O)Nc3nccc(C)n3)cc2)cc(OC)c1OC	0	10	6	1	-1	-1	3	-4	6
Oc1c(C=C2N=c3ccccc3=N2)sc(=S)n1-c1ccc(F)cc1	17	2	-8	3	0	23	-3	-8	10
O=C(Nc1ccccc1F)c1ccc(S(=O)(=O)NCC2CCCO2)cc1 (stereo not drawn)	6	-3	0	5	-7	13	4	0	5
COc1ccc(CCN(C(=O)c2cccc(F)c2)C2CC(=O)N(c3ccc(OC)cc3)C2=O)cc1 (stereo not drawn)	9	1	0	4	2	-6	-4	-2	3
CCC(c1nnc(SCc2nc3ccccc3s2)n1Cc1ccccc1)N(C)C (stereo not drawn)	2	-3	-8	-3	0	-4	-1	-4	27
Cc1occc1C(=O)Nc1ccc2c(c1)CCC2	3	4	9	1	-4	5	5	-3	1
CCOC(=O)N1CCC(Nc2c(NCCCOC)c(=O)c2=O)CC1	-4	9	-5	-1	1	-2	-2	-9	47*
O=S(=O)(c1ccccc1S(=O)(=O)N1CCCCC1)N1CCCCC1	0	4	1	15	-16	6	9	-1	17

Other structures
SMILES	HIV Rev-RRE inh	PostGolgi yeast	FAK blocker	PTPN22 act	PTPN22 inh 2	S1P2 antag	EphB4 ephrin blk	S1P2 agonist	PostGolgi ctrl
CN(C)c1ccc(C2CC(=O)NC3=C2C(=O)CC(C)(C)C3)cc1 (stereo not drawn)	-2	0	1	16	-15	-10	-2	-3	9
COc1cc(NC(=S)NN2CCOCC2)cc(OC)c1	3	x	-4	-1	-2	-11	-1	-2	x
C/C(=N\N=C(/N)SC1CC(=O)N(c2ccc(Br)cc2)C1=O)c1cccs1 (stereo not drawn)	15	-5	-7	4	-1	-11	-1	-6	41*
Cc1cc(C)c(C)c(S(=O)(=O)N2CCN(CC(=O)NC(=O)NCc3ccccc3)CC2)c1C	5	-3	4	3	0	5	1	-12	3
c1ccc(-n2cnc3cc(NCc4ccncc4)ccc32)cc1	-1	-2	17	2	-1	-2	1	-8	12
CCOC(=O)/C(C#N)=C(/C)c1ccc(OC)cc1	5	-3	2	-9	8	13	6	-6	-11
CCCC(=O)c1c(NC)cc(C)oc1=O	2	-7	0	-1	1	3	0	-8	9
COc1cccc(/C=N/n2c(SC)nnc2-c2ccccc2)c1OC	21	-22	-2	7	-10	18	-5	-7	22
CCOC(=O)C(C)c1nn(C)c(=O)c2ccccc12 (stereo not drawn)	12	6	0	-6	4	12	-1	-5	-5
CCc1ccc(N2CC(C(=O)Nc3nnc(CC)s3)CC2=O)cc1 (stereo not drawn)	9	0	0	1	-1	-14	-6	-1	-3
CC(C)(C)OC(=O)N1CCCC1C(=O)O (stereo not drawn)	9	10	-3	-12	15	-8	-3	-3	23
COc1c2occc2c(OC)c2c(=O)cc(C(F)(F)F)oc12	-5	4	2	5	-3	-47	0	-1	6
CCOC(=O)c1ccc(CC(=O)c2ccc(O)cc2O)o1	19	-11	-1	2	-1	-15	-1	-1	-1
CCCCCOc1ccc(N2C(=O)C3C4C=CC(C3C2=O)N(C)C4=O)cc1 (stereo not drawn)	7	x	6	-1	7	22	2	1	x
COc1cccc(/C=N/NC(=O)C(=O)N2CCCC2)c1OC	10	-2	4	3	0	1	8	0	-7
CCOC(=O)Cc1nnc2c(Nc3ccc(C)cc3)nc3nonc3n12	4	14	-2	-2	6	5	-1	-9	-3
CCC(=O)Nc1cccc(NC(C)=O)c1	4	-3	0	-2	4	-3	5	-7	7
COc1ccc(NC(=O)CN2CCN(CC(=O)Nc3ccccc3Cl)CC2)cc1Cl	11	11	3	-3	3	29	-3	-3	2
Cc1nc2ccccn2c1C(=O)N/N=C/c1cc(C)n(-c2ccc(Br)cc2)c1C	-1	x	0	-12	12	-12	1	-3	x
CCn1c2c(c3cc(C(=O)O)ccc31)CCCC2=O	6	4	-1	1	2	-26	2	-6	-6

Reprinted at random: two entries already listed.
SMILES	HIV Rev-RRE inh	PostGolgi yeast	FAK blocker	PTPN22 act	PTPN22 inh 2	S1P2 antag	EphB4 ephrin blk	S1P2 agonist	PostGolgi ctrl
C/C(=N\N=C(/N)SC1CC(=O)N(c2ccc(Br)cc2)C1=O)c1cccs1 (stereo not drawn)	15	-5	-7	4	-1	-11	-1	-6	41*
CCOC(=O)C(C)c1nn(C)c(=O)c2ccccc12 (stereo not drawn)	12	6	0	-6	4	12	-1	-5	-5

Bioassay records: PubChem BioAssay, several laboratories
